Screens deposited in PubChem by Broad Institute.
DENV2 CPE: protects cells from dengue virus 2 cytopathic effect. CPE inhibition, % at 9.99 µM. DENV2-infected cells, cytopathic effect rescue, plate reader. 350,000 tested, 1.7% active; in the data active = CPE inhibition above about 20%, passing the limit was not always enough; inconclusive = no clear call, values can overlap the other calls; tested in BHK-21 cells;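 also: 0% = median of neutral control wells and 100% = median of positive control wells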
ERp5 inh: ERp5 (human) disulfide isomerase inhibition; Q15084; ERp5 insulin aggregation, absorbance 650 nm, 90 min; inhibition, % at 9.99 µM; 350,000 tested, 0.05% active;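 active = mean replicate inhibition above about 25%, with every replicate also reaching it, limit read from the data, passing the limit was not always enough; inconclusive = only one of those two criteria met; inactive = neither criterion met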
Target sequence (Q15084 whole entry, looked up): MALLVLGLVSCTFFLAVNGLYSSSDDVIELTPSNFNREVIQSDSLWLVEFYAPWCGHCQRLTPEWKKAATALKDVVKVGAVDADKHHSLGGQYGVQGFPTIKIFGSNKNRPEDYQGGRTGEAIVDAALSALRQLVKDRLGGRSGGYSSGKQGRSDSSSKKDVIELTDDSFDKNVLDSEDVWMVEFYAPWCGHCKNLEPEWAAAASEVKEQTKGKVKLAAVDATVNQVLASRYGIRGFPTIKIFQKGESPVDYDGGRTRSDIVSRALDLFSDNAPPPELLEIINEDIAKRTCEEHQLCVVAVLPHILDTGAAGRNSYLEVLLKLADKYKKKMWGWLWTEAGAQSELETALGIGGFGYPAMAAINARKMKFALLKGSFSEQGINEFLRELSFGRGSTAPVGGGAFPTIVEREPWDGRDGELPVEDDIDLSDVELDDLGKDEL
ARNT-TACC3 inh: disruptors of human ARNT/TACC3 interaction; Q9Y6A5; inhibition, % at 9.99 µM; 390,000 tested, 0.66% active; AlphaScreen His-ARNT PAS-B/GST-TACC3 binding, luminescence; TACC3 fragment carries E629A point mutation;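 active = mean inhibition of replicates at least 50% and at least half of replicates each reaching 50%; inconclusive = half or more replicates reach 50% but mean below 50%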;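 also: 0% = complete ARNT plus TACC3 wells and 100% = ARNT alone without TACC3; many hits fall short of the cut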
CFTR F508del cor: CFTR F508del correction in bronchial cells; CFBE cells, YFP halide quenching; stimulated with forskolin plus potentiator P3; % fluorescence drop versus neutral controls; activity (quench increase), % at 7.58 µM; 350,000 tested, 0.36% active; AID 720511;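 active = mean added fluorescence quench of at least 8% versus neutral control, with both replicates also reaching 8%; inconclusive = only one of the mean or replicate conditions met; inactive = mean below 8% and not both replicates reaching 8%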;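 also: cells transiently co-express mutant CFTR-F508del with the halide-sensitive YFP; corrector assay measuring rescue of mutant channel to the surface after 24 h compound exposure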
GSIS activator: GLuc luminescence reporter in INS-1E cells, primary screen for activators of glucose-dependent secretion of insulin; INS-1E GLuc reporter insulin secretion, 2-3 h; 370,000 tested, 0.61% active; activation, % at 16.6 µM;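 active = lowest replicate activation of at least 40%, so every replicate reaches that level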;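 also: 0% = median of neutral control wells and 100% = median of IBMX positive control wells; some compounds called inactive have numbers as strong as hits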
PAX8 inh HTS: PAX8 transcriptional activity inhibition | AID 652154 | RMG-I TPO-luciferase reporter, SteadyGlo, 24 h | inhibition, % at 12.6 µM | 360,000 tested, 1.2% active;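 active = mean replicate inhibition at least 60% with every replicate also reaching 60%; inconclusive = only one of the two criteria is met; inactive = mean below 60% and not all replicates reaching 60%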;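 also: luciferase light reporting Pax8 driven TPO promoter activity; plate controls were median of neutral control wells for no effect and mitoxantrone controls for full effect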
EWS-Fli block: inhibitors of EWS/Fli oncoprotein transcriptional activity. A673 NR0B1-luciferase reporter, viability-normalised. 350,000 tested, 0.67% active. AID 651661. inhibition, % at 12.6 µM;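 active = mean inhibition of at least 50% after viability correction, with every replicate also passing that limit; inconclusive = mean reaches 50% but only one of two replicates passes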;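 also: firefly luciferase signal divided by Alamar Blue viability fluorescence both relative to DMSO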
XiGFP reactiv: X-chromosome reactivation activator | XiGFP mouse fibroblasts, % GFP-positive cells imaging, 3 d; cells co-treated with 5-aza-dC sensitizer; scaled so ellipticine positive control = 100% | activation, % at 7.58 µM | 360,000 tested, 0.055% active;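 active = mean normalized replicate activation at least 10% and every replicate at or above 10%; inconclusive = only one of the two criteria met; inactive = mean below 10% and not all replicates reach 10%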;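 also: 0% = median of on-plate neutral control wells and 100% = ellipticine 6 µM median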
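Material: XiGFP fibroblasts, SV40-immortalized. Buffer or medium: DMEM plus 5-aza-dC sensitizer. Compound: single concentration per compound, delivered by pin transfer. Times: 3 days compound exposure. Controls: ellipticine 6 µM.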
The depositor's hits bear a star; u = inconclusive; x = not tested or not shown. Outcome played no part in choosing rows, and some 4.2% of all compounds hit somewhere here.

mol	DENV2 CPE	ERp5 inh	ARNT-TACC3 inh	CFTR F508del cor	GSIS activator	PAX8 inh HTS	EWS-Fli block	XiGFP reactiv
Oc1c(C(c2ccc(Cl)cc2)N2CCCC2)cc(Cl)c2cccnc12 (configuration not stated)	-3	5	55*	0.9	10	70*	53*	0.4
O=[N+]([O-])c1cccc(-c2cc(C(F)(F)F)n3nc(-c4ccccc4)cc3n2)c1	4	x	1	2.6	x	-24	11	0.0
COc1ccc(CNC(=O)C[C@@H]2CC[C@@H](NC(=O)c3cccc(F)c3)[C@H](CO)O2)cc1	6	4	13	-0.1	-5	9	-6	-0.2
C[C@@H]1CCCCO[C@H](CN(C)C(=O)C2CCCCC2)[C@H](C)CN([C@H](C)CO)C(=O)c2cc(NS(=O)(=O)c3ccc(Cl)cc3)ccc2O1	39*	2	-7	-1.0	-2	67*	17	0.0
C(=C\c1ccccc1)/CN1CCN(C(CCc2ccccc2)c2nnnn2C2CCCCC2)CC1 (configuration not stated)	-13	5	x	5.1	-31	21	7	x
CN1C(=O)c2cc(NS(=O)(=O)c3ccc(F)cc3)ccc2OC[C@@H]2O[C@H](CC(=O)NCC(F)(F)F)CC[C@@H]21	-8	10	-7	0.4	-1	-3	-6	0.1
O=C(NC(=S)NCC1CCCO1)c1ccccc1 (configuration not stated)	-2	0	9	x	16	-46	1	0.0
Cc1ccc(-c2nc3ccccc3[nH]c2=O)cc1	-1	-6	1	-2.0	7	-93	-105	-0.1
CN(Cc1cn(C)nc1-c1ccc(Oc2ccccc2)cc1)CC1COCCO1 (configuration not stated)	0	-1	27	-2.8	-9	22	7	0.7
COc1ccc(NC(=O)CSc2cc(C(=O)c3nccn3C)c3ccccc3n2)cc1	-1	-1	-9	1.3	-20	11	-5	0.0
O=c1[nH]c(CSc2ncn[nH]2)nc2ccccc12	-6	-2	33	0.9	30	-5	0	x
CCCC1=[N+](CC(=O)c2ccc(C)cc2)CCn2cccc21	x	x	-2	x	7	57	x	0.0
C=C[C@]12CC[C@H](OC(C)=O)CC1=CCC1C2CC[C@@]2(C)C1CCC21OCCO1 (some centres not stated)	-5	1	-52	2.5	-3	x	1	-0.1
C[C@@H]1CCCCO[C@H](CN(C)S(=O)(=O)c2ccc(F)cc2)[C@H](C)CN([C@H](C)CO)C(=O)c2cc(NS(=O)(=O)c3cn(C)cn3)ccc2O1	4	-2	-5	0.3	11	-12	2	0.0
O=C(C[C@@H]1CC[C@@H]2NC[C@@H](O)COC[C@H]2O1)NCc1ccc2c(c1)OCO2	-8	-3	-6	0.1	0	3	1	0.3
CC1CC2OC2CC1COC(=O)C1CC2OC2CC1C (configuration not stated)	2	2	-8	-1.7	-1	10	6	0.2
COc1ccc(Nc2ccc(Nc3ccc(OC)cc3)nn2)cc1	-1	5	-8	1.1	10	-25	11	0.1
COc1ccc(-c2csc(C(NC(C)=O)c3cccc(F)c3)n2)cc1 (configuration not stated)	-7	1	x	3.1	-20	-1	-16	0.1
O=C(C1CCCC1)N1CC2(C1)[C@@H](c1ccccc1)[C@@H](CO)N2Cc1ccc(Cl)cc1	-7	2	x	0.3	-12	x	-2	0.1
CC(C)NC(=O)Nc1ccc2c(c1)C(=O)N([C@H](C)CO)C[C@H](C)[C@H](CN(C)C(=O)CCC(F)(F)F)OCCCC[C@@H](C)O2	x	x	x	-0.9	16	-13	x	0.5
C[C@@H]1CCCCO[C@@H](CN(C)C(=O)Nc2ccc3c(c2)OCO3)[C@H](C)CN([C@@H](C)CO)C(=O)c2cc(NS(=O)(=O)c3ccc(F)cc3)ccc2O1	-7	x	-7	-0.8	-6	2	5	0.1
O=C(c1ccccc1F)N1CCN(c2ccc([N+](=O)[O-])c(NCC3CCCO3)c2)CC1 (configuration not stated)	5	6	6	2.0	-9	15	16	0.0
COc1ccccc1CNC(=O)C[C@H]1C[C@@H]2c3cc(NC(=O)c4cccnc4)ccc3O[C@@H]2[C@H](CO)O1	0	4	-2	-0.8	16	-3	11	0.0
OCCC#Cc1ccc(CN2CCN(CCc3ccccc3)C(CCO)C2)cc1 (configuration not stated)	10	-1	-2	-2.1	3	12	3	0.0
CN(C(=O)C1CCC1C(=O)O)c1nc(-c2ccc(Cl)s2)cs1 (configuration not stated)	5	1	x	0.2	-14	-40	-41	0.0
CCCNC(=O)c1cc(-c2ccc3c(c2)OCO3)on1	4	0	-1	-3.7	-2	-85	-19	0.0
COC(=O)Cc1ccc2oc(-c3cccnc3)nc2c1	-2	9	-3	1.4	1	-60	-7	0.3
CC(C)c1cc(C(=O)N/N=C/c2c[nH]c3ccccc23)n[nH]1	14	x	2	-1.6	x	-2	-20	0.0
Brc1cccc(OCCSc2ncccn2)c1	9	u	-6	-1.0	2	-53	-35	0.3
COc1ccc(CN2C(=O)C(CC(=O)NC(c3ccccc3)c3ccccc3)CC(C(=O)N(C)C)=C2C)cc1 (configuration not stated)	10	-1	x	-4.4	-16	12	-2	-0.1
CC(=O)NC(C)c1ccc(C(=O)CSc2nnc(C3CC3)n2C2CC2)cc1 (configuration not stated)	-1	-2	x	-1.0	6	5	4	-0.1
O=C(CS(=O)(=O)c1ccccc1)Nc1nnc(C(F)(F)F)s1	u	2	-38	4.2	31	-9	-4	0.3
C[C@H]1CN([C@@H](C)CO)C(=O)CCCn2cc(nn2)CO[C@H]1CN(C)C(=O)Nc1cccc(Oc2ccccn2)c1	x	x	x	-1.3	-1	0	0	-0.1
CC(C)N(Cc1ccccc1)C(=O)COC(=O)c1cnccn1	4	-8	-2	2.4	-2	4	2	0.2
COC(=O)CNc1cc(S(=O)(=O)N2CCCCC2)ccc1Oc1ccc(C(=O)OC)cc1	u	2	-17	8.7*	-20	-13	-7	0.2
COc1ccccc1C(CC(=O)c1ccccc1)CC(=O)c1ccccc1	-7	-1	-2	x	-5	20	1	0.0
O=c1[nH]c(Cc2ccccn2)nc2scc(-c3ccccc3Cl)c12	9	2	6	-3.7	-5	-8	12	0.1
Cc1cc(C)cc(NS(=O)(=O)c2ccc(NC(=O)C3CCCCC3C(=O)O)cc2)c1 (configuration not stated)	-4	-2	-7	2.7	-19	-4	-2	0.1
On1c(-c2ccc(Cl)cc2)nc2ccccc21	-2	-6	-1	-0.6	19	-107	-42	0.0
CCOC(=O)c1cc(CC)sc1NC(=O)c1ccc(N2CCOCC2)c([N+](=O)[O-])c1	1	8	1	2.0	12	x	-10	x
CC(C)NC(=O)N(C)C[C@@H]1OCCCC[C@@H](C)Oc2ccc(NC(=O)NC3CCCCC3)cc2C(=O)N([C@H](C)CO)C[C@@H]1C	x	x	x	-2.5	3	-22	-2	0.0
O=C(C[C@@H]1CC[C@@H](NC(=O)c2cccc(F)c2)[C@@H](CO)O1)NCCN1CCCC1	-4	-4	-3	0.0	10	-7	2	0.0
COc1cc(C=NCc2ccccc2)ccc1O	-4	5	x	-2.6	x	-3	6	0.4
CCOc1ccc(NS(=O)(=O)c2ccc(C(=O)N3CCN(C(C)=O)CC3)cc2)cc1	-6	1	-2	1.1	-4	-5	3	0.5
CC(C)n1c(/N=C/c2ccccc2O)nc2ccccc21	-3	-1	-18	-2.7	5	2	5	0.2
COc1ccc(C(=O)c2ccccc2)cc1CN1CCOCC1	3	-3	x	-4.3	x	27	3	0.2
COc1cc(C(=O)NCC(=O)N/N=C/c2c(C)[nH]c3ccccc23)cc(OC)c1OC	3	-6	6	-2.8	-3	-1	4	0.3
Cc1nnc(N(C)C(=O)c2ccncc2)s1	8	4	-11	-2.2	6	-23	-5	0.0
Cc1cc(C)nc(N2CCC(C(=O)NC3CC3)CC2)n1	4	1	39	0.4	9	-4	-1	0.0
CCOc1cccc2cc(-c3csc(NC(=O)CCC(=O)NCCN4CCCCC4C)n3)c(=O)oc12 (configuration not stated)	-3	6	-8	-2.9	1	-112	-48	0.0
N#Cc1nc(COc2ccccc2Cl)oc1N1CCCCCC1	-4	-5	-4	1.6	24	4	-4	-0.1
COc1ccc(S(=O)(=O)Cc2ccc(C(=O)NC(C)C)o2)cc1	0	2	x	2.3	7	-4	4	0.3
CCc1nnc(NC(=O)c2ccc3ncsc3c2)s1	16	-6	-28	-1.1	10	-86	-64	0.0
CCCNC(=O)N1[C@@H](CO)[C@H](c2ccccc2)C12CN(C(=O)C1CCCCC1)C2	12	2	x	0.5	-13	-7	0	0.2
COc1ccc(N2C(=O)c3ccccc3C2O)cc1 (configuration not stated)	9	-2	3	0.9	2	-16	-10	0.1
Cc1ccc(CN2CCN(Cc3ccc(O)cc3)CC2CCO)o1 (configuration not stated)	-4	8	1	4.6	-8	-4	5	0.1
c1ccc(-c2nnc3n2-c2ccccc2SC3)cc1	1	0	-7	1.0	58*	4	0	0.3
c1ccn2cc(CSc3nnc4ccccn34)nc2c1	u	-1	2	0.9	11	x	-82	x
C[C@@H]1CN([C@H](C)CO)C(=O)c2cc(NS(=O)(=O)c3cn(C)cn3)ccc2O[C@H]1CN(C)C(=O)Nc1ccc(C(F)(F)F)cc1	1	-1	-3	-0.2	13	x	0	-0.8
CCCC[C@H]1C2=C3[C@@H](CC(C(=O)OC)=C[C@@H](C(=O)OC)[C@H]3C(C)(C)C2=O)n2c(=O)n(-c3ccccc3)c(=O)n21	u	2	x	-0.3	-13	15	6	0.1

New compounds follow:
mol	DENV2 CPE	ERp5 inh	ARNT-TACC3 inh	CFTR F508del cor	GSIS activator	PAX8 inh HTS	EWS-Fli block	XiGFP reactiv
COCCOC(=O)c1c(N)n(CCCN2CCOCC2)c2nc3ccccc3nc12	-1	8	11	-0.2	2	-71	3	0.0
CCn1nc(C)c(CNC(=O)c2ccc(OC3CCN(Cc4ccccn4)CC3)cc2)c1C	-20	1	7	0.9	-33	23	x	0.0
O=C1/C(=C/c2ccc(Cl)cc2)SC(=S)N1CCC(=O)N1CCCCC1CCO (configuration not stated)	-4	1	4	-3.4	-3	17	1	0.1
COc1ccc(Br)cc1CN1C(=O)NC2(CCCCCC2)C1=O	-1	-4	x	-2.1	2	6	-1	0.0
C/C(=N\NC(=O)COc1cccc2ccccc12)c1cccs1	9	7	8	0.3	21	x	-15	-0.1
CN(C)Cc1cn(CC[C@@H]2CC[C@@H](NC(=O)Nc3ccc4c(c3)OCO4)[C@@H](CO)O2)nn1	8	2	-7	0.1	-5	-1	-1	0.5
Cc1ccc(C(=O)N[C@H](C(=O)Nc2ccc(F)cc2)C(C)C)cc1	13	-1	-8	-2.1	-2	6	-26	0.1
COC(=O)[C@@]12C[C@@H](CC(=O)N3CCCCC3)C(=O)N(Cc3cccc4ccccc34)C1=CCC(C)(C)C2	11	4	x	-3.1	18	11	3	0.6
CN(Cc1ccon1)C(=O)CC1C(=O)NCCN1Cc1ccccc1C(F)(F)F (configuration not stated)	-1	-3	4	1.8	-15	-12	5	0.1
C=CCNC(=S)N/N=C(\C)c1cccc(OC)c1	x	x	6	x	15	4	x	0.4
